TRHR ag = qHTS for Small Molecule Agonists and Allosteric Enhancers of Human TRH Receptor: Primary Screen for Agonists. AID 493084, 2011. activation, % at 2 µM. TRHR cells, calcium flux fluo-8, FDSS agonist mode. 0.18% of 360,000 active; in the data active means activation above about 30%; further: 0% is about no effect
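Steps: seed TRHR cells overnight; add fluo-8 no-wash Ca dye, RT 30 min–1.5 h; record 10 s baseline; pin-transfer compounds; monitor fluorescence 1 cycle/s for the agonist window. Calcium increases flag candidate agonists.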
Apoferritin bind = qHTS Assay for Identification of Novel General Anesthetics; Ferritin light chain (Equus caballus), P02791; apoferritin/1-aminoanthracene competitive binding, fluorescence; Potency, µM (series often up to 77.5 µM), inactives show at the highest dose activity change, negative = displacement, most hits filed as inhibitors; 0.074% of 350,000 active; further: potency means the concentration at half of the fitted maximal effect; on the % scale 0 is the no-effect control and ±100 the full control effect; nearly all actives have a fitted effect of over 20% in size
Target sequence (P02791 2-175 limits assumed): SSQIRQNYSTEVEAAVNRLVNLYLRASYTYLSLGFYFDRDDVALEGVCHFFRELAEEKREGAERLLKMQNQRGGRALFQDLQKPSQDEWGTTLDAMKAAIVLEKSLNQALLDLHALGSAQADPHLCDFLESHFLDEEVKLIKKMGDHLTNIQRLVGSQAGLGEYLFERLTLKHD
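10 uM apoferritin + 50% sat. 1-AMA, PBS; cpd 10 min RT; Ex380/Em535 endpoint; normalized to free probe vs complex; 4-param Hill fit; propofol titration as pos. ctrl.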
D2 PAM = HTS Assay for Positive Allosteric Modulators of the Human D2 Dopamine Receptor: Primary Screen for Potentiators | HEK293 T-REx D2, calcium flux, EC20 dopamine potentiation | potentiation, % at 10 µM | 0.34% of 340,000 active | AID 485347, 2010;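 active means potentiation over 3 SD above the plate norm, cut at about 30% in these data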; further: 0% is about no effect
Target sequence (P14416 whole entry, looked up): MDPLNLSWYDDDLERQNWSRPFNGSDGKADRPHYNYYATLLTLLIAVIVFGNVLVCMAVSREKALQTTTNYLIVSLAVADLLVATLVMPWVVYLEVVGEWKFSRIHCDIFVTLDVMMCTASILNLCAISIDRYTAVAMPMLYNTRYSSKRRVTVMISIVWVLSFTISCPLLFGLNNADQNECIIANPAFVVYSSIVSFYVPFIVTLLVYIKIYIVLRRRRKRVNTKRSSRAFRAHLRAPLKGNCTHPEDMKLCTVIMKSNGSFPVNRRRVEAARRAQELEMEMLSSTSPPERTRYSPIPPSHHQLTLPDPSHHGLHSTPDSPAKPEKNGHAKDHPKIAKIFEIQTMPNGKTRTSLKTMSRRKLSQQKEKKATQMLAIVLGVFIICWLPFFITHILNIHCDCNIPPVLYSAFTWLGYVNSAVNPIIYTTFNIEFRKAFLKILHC
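Tetracycline-induced HEK293 T-REx cells force-coupled to calcium signalling expressed D2; compounds were pin-added after a 10 s baseline, read kinetically 180 s, then an EC20 dopamine challenge followed with a further 180 s calcium read.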
RXFP1 ag = qHTS Assay for Agonists of the Relaxin Receptor RXFP1 | Relaxin receptor 1 (Homo sapiens), Q9HBX9 | HEK293T-RXFP1 cAMP TR-FRET, 30 min; response scale: percent of porcine relaxin response, buffer zero | Potency, µM (highest dose often 57.5 µM), for the others: top-dose activation, actives largely listed as activators | 0.3% of 370,000 active | AID 2676, 2010; further: potency means the concentration at half of the fitted maximal effect; on the % scale 0 is the no-effect control and ±100 the full control effect; nearly all actives have a fitted effect of over 60% in size; many of its hits are not listed in these tables
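cAMP rise read by TR-FRET after 30 min, 37C compound exposure (up to 58 uM) in RXFP1-transfected HEK293 cells with Ro 20174 present. EC50 from Hill-equation fits, with 29 nM porcine relaxin as 100% and buffer as basal.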
D1 ag = Allosteric Agonists of the Human D1 Dopamine Receptor: qHTS; D(1A) dopamine receptor (Homo sapiens), P21728; HEK293 T-REx D1 cells, calcium flux, agonist mode; activation, % at 2 µM; 1% of 360,000 active; in the data active means activation above about 30%; further: 0% is about no effect
Target sequence (P21728 whole entry, looked up): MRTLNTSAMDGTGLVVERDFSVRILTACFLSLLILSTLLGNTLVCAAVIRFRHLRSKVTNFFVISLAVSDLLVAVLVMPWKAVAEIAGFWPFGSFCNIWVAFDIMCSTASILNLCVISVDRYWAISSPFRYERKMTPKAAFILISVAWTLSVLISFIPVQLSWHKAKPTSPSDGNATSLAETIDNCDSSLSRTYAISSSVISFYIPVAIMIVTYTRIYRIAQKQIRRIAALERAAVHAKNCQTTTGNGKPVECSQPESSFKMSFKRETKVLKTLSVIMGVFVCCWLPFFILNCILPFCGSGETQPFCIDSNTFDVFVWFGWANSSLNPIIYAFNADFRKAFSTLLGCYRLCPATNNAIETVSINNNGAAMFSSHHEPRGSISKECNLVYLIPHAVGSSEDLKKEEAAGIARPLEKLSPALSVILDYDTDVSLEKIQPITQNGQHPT
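Tetracycline-induced HEK293 TREx D1 cells, force-coupled to calcium signalling, were dye-loaded with a no-wash calcium kit. Compound was pin-added after a 10 s baseline. Fluorescence was read kinetically at 1 cycle/s for 180 s, with calcium rises flagged as agonism.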
D1 potentiator = Potentiators of Human D1 Dopamine Receptor: qHTS; HEK293 TREx D1 cells, calcium flux, dopamine EC20 potentiation; potentiation, % at 10 µM; 0.036% of 360,000 active; in the data active means potentiation above about 30%; further: 0% is about no effect
TRHR enhancer = qHTS for Small Molecule Agonists and Allosteric Enhancers of Human TRH Receptor: Primary Screen for Enhancers | Thyrotropin-releasing hormone receptor (Homo sapiens), P34981 | TRHR cells, fluo-8 calcium fluorescence, EC20 TRH enhancement | enhancement, % at 2 µM | 0.66% of 360,000 active | AID 493056, 2011; in the data active means enhancement above about 30%; further: 0% is about no effect
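Enhancer read-out: after compound pinning and an initial kinetic agonist-mode read, an EC20 of TRH (10 nM final) was injected and fluo-8 calcium signal (Ex 480/Em 530) followed at 1 s/cycle for 100 cycles in TRHR-expressing cells.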
D1 antag = Antagonist of Human D 1 Dopamine Receptor: qHTS; D(1A) dopamine receptor (Homo sapiens), P21728; HEK293 TREx D1 cells, calcium flux, dopamine EC80; stronger effect = lower value; 3.2% of 360,000 active; activity change, negative = inhibition, % at 10 µM; in the data active means activity change below about -30%; further: on the % scale 0 is the no-effect control and ±100 the full control effect
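Calcium flux readout: force-coupled, inducible Hek293 Trex D1 line, cells induced overnight at 30 C with tetracycline, dye-loaded 30–90 min at RT. Antagonism scored against EC80 dopamine challenge given 180 s after compound.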
RXFP1 antagonist = qHTS Assay for Antagonists of the Relaxin Receptor RXFP1; Relaxin receptor 1 (Homo sapiens), Q9HBX9; HEK293-RXFP1, relaxin-stimulated cAMP HTRF, 30 min; stronger effect = lower value; activity change, negative = inhibition, % at 57.5 µM; 0.59% of 350,000 active;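 active means activity change of -60% or lower, but not beyond a set lower limit; inconclusive means change between -60% and -40%, or beyond the set limit; inactive means change above -40%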; further: on the % scale 0 is the no-effect control and ±100 the full control effect
Numbers without * were called inactive; ? = inconclusive; . = no result given; [ ] = remark or other dose. Unless noted, the call rests on the fitted dose curve; in most records, active means well fitted curve in the direction sought with a large enough effect; inconclusive means small, poorly fitted or top-dose-only effect, or another doubt; inactive means no such curve, though single readings can be large; an effect the other way counts as inactive or inconclusive. Only part of the results is shown; the hit share may differ from the screen's.

Every second line gives: TRHR ag	Apoferritin bind	D2 PAM	RXFP1 ag	D1 ag	D1 potentiator	TRHR enhancer	D1 antag	RXFP1 antagonist
COc1ccc(Cl)cc1C(=O)OCC(=O)NC(=O)c1cccn1C
  -1.2	-21%	-6	1.2%	0	-3	14	-1	-1
COc1ccc(NC(=O)COC(=O)[C@@H]2CCCN2S(=O)(=O)c2ccccc2F)c(OC)c1
  0.3	-15%	-1	1.7%	2	-2	19	-4	7
CN(c1ccc(OCC(=O)N2CCC(C(N)=O)CC2)cc1)S(=O)(=O)c1cccs1
  0.4	-7%	6	0.3%	0	-10	1	8	-3
CCN1CCN(CC(O)COCCOc2ccc(Br)cc2)CC1 (configuration not stated)
  0.1	-6%	-4	0.7%	5	-7	-4	-10	-3
COc1cc(OC)nc(NC(=O)CSc2nc3ccccc3[nH]2)n1
  -3.8	-5%	9	0.8%	5	-5	4	-5	1
O=S1(=O)N=C(N=Nc2c(O)[nH]c3ccccc23)c2ccccc21
  0.0	-20%	-4	4.0%	4	0	-3	-34*	-6
COc1ccc(N2CCN(C(=O)Cn3cnc4c3c(=O)n(C)c(=O)n4C)CC2)cc1
  -0.1	-3%	-2	14%	2	3	10	-2	-3
CCN(CC)S(=O)(=O)c1cccc2cccnc12
  -0.5	-16%	-1	0.3%	1	-2	2	-2	-4
Cc1nnnn1-c1ccc(CC(=O)O)cc1
  -0.1	-4%	2	0.1%	2	10	8	-26	-12
Nc1ccc2nc(-c3ccccc3)[nH]c2c1
  -0.4	95%[activator]	2	25%	3	0	1	-6	5
COc1ccc(Nc2nnc(-c3ccc(C)c(S(=O)(=O)N4CCN(C)CC4)c3)c3ccccc23)cc1
  -1.1	111%[activator]	-1	1.2%	-3	0	4	-13	-4
Cc1nn2c(=O)cc(CSc3ccccc3NC(=O)c3ccccc3)nc2s1
  0.3	-9%	1	-3.1%	0	-4	-4	-2	8
CC(OC(=O)c1cccs1)C(=O)Nc1nc(-c2ccccc2)cs1 (configuration not stated)
  -0.3	-2%	12	-3.3%	1	1	16	6	-30
CC(C)Cn1c(SCC(=O)N2CCc3ccccc3C2)nc2cc(Cl)ccc2c1=O
  0.0	-11%	12	3.3%	3	-2	2	-16	-15
COc1ccccc1CC(=O)N1CCN(c2ccc([N+](=O)[O-])cc2)CC1
  -0.8	?	-5	-0.8%	13	-3	-7	-17	-6
c1ccc(OCc2noc(CN3CCC(C4CCCCC4)C3)n2)cc1 (configuration not stated)
  -2.6	-18%	0	4.5%	0	2	0	7	4
O=C(CSc1ccc2c(c1)OCCO2)NCC1CCCO1 (configuration not stated)
  -0.6	-6%	-1	0.0%	4	4	-2	12	8
NC(=O)c1ccccc1NC(=O)Cn1nc(Cc2cccnc2)c2ccccc2c1=O
  -1.9	-1%	4	6.0%	0	-4	3	-8	30
Cc1ccc2c(c1)C(O)(CC(=O)c1cccnc1)C(=O)N2 (configuration not stated)
  0.6	-1%	-5	0.7%	5	-3	-7	3	-2
O=C(CCC(=O)N(CC(=O)NC1CCCCC1)c1ccc2c(c1)OCO2)Nc1ccccn1
  -0.2	-12%	.	0.8%	1	1	6	10	-9
CC1CCCCN1C(=O)C(=O)c1cn(CC(=O)N2CCCCCC2)c2ccccc12 (configuration not stated)
  0.9	-9%	-12	3.6%	4	0	0	-2	2
CCOc1cc(/C=N/N=C(/N)c2nonc2N)cc(Br)c1OCc1ccc(Cl)cc1
  1.8	-6%	14	-1.4%	8	-3	3	-6	22
O=C(NNC(=O)C1C2C=CC(C2)C1C(=O)O)c1ccccc1O (configuration not stated)
  -0.1	5%	7	2.2%	1	-4	5	-14	6
COc1ccc2ccccc2c1CNC(=O)CC1C(=O)NCCN1CC(C)C (configuration not stated)
  -2.5	-11%	3	-1.6%	0	0	3	-3	-3
COC(=O)c1ccc(/C=C2\SC(=S)N(CCCC(=O)NCCCN3CCOCC3)C2=O)cc1
  0.1	-8%	-4	3.4%	3	-2	0	-8	-11
O=C(CC1C(=O)NCCN1Cc1ccc(F)cc1)NCCCn1cccn1 (configuration not stated)
  0.5	-3%	12	2.1%	1	-1	1	5	-1
CCSc1nnc(NC(=O)c2cccc(S(=O)(=O)N(C)c3ccc(C)cc3)c2)s1
  -0.2	-22%	-15	0.5%	3	-7	-3	-54*	-9
Cc1csc(SCC(=O)NCCc2ccc(Cl)cc2Cl)n1
  0.4	?	16	0.4%	12	-15	25	-16	10
CC(C)(C)[C@H]1C=C(C(=O)NCc2nc3ccccc3[nH]2)O[C@@H](OCc2ccc(CO)cc2)C1
  -0.5	-7%	.	1.3%	0	2	0	-13	.
COc1ccc(N2CCC(CNC(=S)Nc3ccc(C)cc3C)C2)cc1 (configuration not stated)
  -0.8	-16%	-9	-2.4%	4	-7	-2	-2	-3

Compound profiles, from the list above. Values in the order: TRHR ag, Apoferritin bind, D2 PAM, RXFP1 ag, D1 ag, D1 potentiator, TRHR enhancer, D1 antag, RXFP1 antagonist
`CN(c1ccc(OCC(=O)N2CCC(C(N)=O)CC2)cc1)S(=O)(=O)c1cccs1` as listed: 0.4, -7%, 6, 0.3%, 0, -10, 1, 8, -3
`COc1ccc2ccccc2c1CNC(=O)CC1C(=O)NCCN1CC(C)C` (configuration not stated) as listed: -2.5, -11%, 3, -1.6%, 0, 0, 3, -3, -3
`COc1ccc(Nc2nnc(-c3ccc(C)c(S(=O)(=O)N4CCN(C)CC4)c3)c3ccccc23)cc1` as listed: -1.1, 111%[activator], -1, 1.2%, -3, 0, 4, -13, -4
`COC(=O)c1ccc(/C=C2\SC(=S)N(CCCC(=O)NCCCN3CCOCC3)C2=O)cc1` as listed: 0.1, -8%, -4, 3.4%, 3, -2, 0, -8, -11

Other structures
Every second line gives: TRHR ag	Apoferritin bind	D2 PAM	RXFP1 ag	D1 ag	D1 potentiator	TRHR enhancer	D1 antag	RXFP1 antagonist
COc1ccc(S(=O)(=O)c2c(O)c3ccc(C(=O)NCc4ccccc4)cc3[nH]c2=O)cc1
  -0.4	6%	3	0.2%	1	0	2	3	3
Cc1cc(C)cc(NC(=O)c2ccc3oc(=O)c(S(=O)(=O)c4ccc(F)cc4)cc3c2)c1
  -0.1	3%	8	3.3%	2	-2	-6	-3	.
Cc1cccn2c(=O)cc(COc3ccc(NC(=O)C(C)C)cc3)nc12
  0.4	2%	-5	11%	-1	1	-1	-4	-9
CCOc1ccccc1NC(=O)C(OC(=O)c1ccc(CC)cc1)c1ccccc1 (configuration not stated)
  1.0	-6%	-5	1.6%	19	-1	-2	-5	-2
NNC(=O)c1ccc(OCC2CC(c3ccc(Cl)cc3)=NO2)cc1 (configuration not stated)
  0.4	-15%	2	-3.6%	4	-8	2	15	-21
CCc1ccccc1NC(=O)CN1CCN(C(=O)c2cccc(-n3cnnn3)c2)CC1
  0.7	.	-5	0.6%	0	1	17	0	-3
CCc1cccc2c(C(=S)N3CCCC3)c[nH]c12
  -0.2	?	-1	0.5%	7	2	10	-7	8
Cc1ccc(-c2nc(SCC(=O)c3c(N)n(C)c(=O)n(C)c3=O)n[nH]2)cc1
  -1.4	-2%	-1	16%	2	-2	4	1	2
CCCCN(CCCC)S(=O)(=O)c1ccc2oc(C(=O)NCc3ccccc3)c(C)c2c1
  3.7	-9%	-5	2.5%	27	-1	2	-5	-10
COc1ccc2c(c1)c(=O)c(C(=O)c1ccc(F)cc1)cn2CC(=O)Nc1ccc(F)cc1
  0.3	4%	-10	9.3%	0	5	6	4	.
O=C(Nc1ncc2c(n1)CC(c1ccco1)CC2=O)c1ccco1 (configuration not stated)
  -0.9	-11%	8	2.5%	-1	-2	-6	-2	1
O=C(C1CC(=O)N(c2ccc3c(c2)OCCO3)C1)N1CCN(Cc2ccccc2)CC1 (configuration not stated)
  -0.3	.	6	-0.1%	10	.	-1	1	-4
CCOc1ccc(-c2n[nH]c3c2C(c2cccs2)N(c2ccc(Br)cc2)C3=O)cc1 (configuration not stated)
  2.0	-1%	2	0.5%	2	6	5	-22	-38
COc1cc(NC(=O)CCc2nnc3ccc(N4CCN(c5cccc(OC)c5)CC4)nn23)cc(OC)c1
  -1.0	-14%	-11	16µM*	0	-2	2	16	4
COc1cc(-n2c(=O)c3ccccc3n(CC(=O)OCc3ccccc3)c2=O)cc(OC)c1OC
  0.1	-3%	6	1.2%	-1	-1	-3	13	-12
CC(Oc1ccccc1)C(=O)OCC(=O)N1CC(=O)Nc2ccccc21 (configuration not stated)
  -0.3	-10%	-4	-0.7%	-1	-4	1	0	-10
CCN(CC)C(CNC(=O)CSc1nnnn1-c1c(C)cccc1C)c1ccco1 (configuration not stated)
  -0.5	.	8	-0.6%	0	0	11	-4	-13
N#Cc1c(-c2ccco2)nc(SCc2ccc(F)cc2)[nH]c1=O
  1.2	-12%	-9	25µM*	2	-1	-1	-1	25
CC1CCC(Nc2nnnn2-c2ccccc2)CC1 (configuration not stated)
  -0.2	-8%	-19	0.0%	5	-2	5	-30	-5
COCCOC(=O)C(CC(=O)O)NCc1ccco1 (configuration not stated)
  0.9	32%[activator]	0	-1.8%	4	1	2	0	15
NS(=O)(=O)c1ccc(CCNC(=S)Nc2ccccc2)cc1
  -0.9	5%	6	-1.4%	0	1	-2	1	10
CCOC(=O)C1=C(C)OC(N)=C(C#N)C1c1c(C)nn(-c2ccccc2)c1Cl (configuration not stated)
  -0.7	1%	4	1.9%	4	-10	6	-11	-7
C=CCC(C=C)[N+]1(CC(=O)OC)CCCCC1 (configuration not stated)
  2.1	-7%	-2	-1.2%	2	-4	7	-9	5
COc1ccc(-c2csc(-c3cccs3)n2)cc1OC
  -1.5	-8%	4	-0.4%	3	-5	27	-16	-7
O=c1c2[nH]c3ccccc3c2nc(SCc2cccc(F)c2)n1-c1ccccc1
  0.3	-2%	-2	3.0%	2	0	5	-13	1
